# High-throughput results deposited in PubChem by National Center for Advancing Translational Sciences (NCATS).
# PLK1 PBD block: qHTS for Inhibitors of PLK1-PDB (polo-like kinase 1 - polo-box domain): Primary Screen | Serine/threonine-protein kinase PLK1 (Homo sapiens), P53350 | Plk1 PBD binding of FITC phosphopeptide, fluorescence polarization | Potency, µM, inactives show max response, negative = inhibition, usual class: inhibitors | hit rate 2.8% among 360,000 | AID 720504, 2013; note: potency is the fitted concentration of half-maximal effect; series mostly up to about 57 µM; % is set by controls: 0 for no effect and ±100 for the full control effect; nearly all actives have a fitted effect of over 65% in size
# Abeta yeast res: qHTS for compounds that reverse cellular toxicity of Amyloid beta (A-beta) peptide in yeast: Primary Screen; yeast expressing A-beta42, growth rescue, OD600, 48 h; response scale: 0% DMSO, 100% iron-clioquinol control; Potency, µM (doses to about 46.1 µM), without a hit: at the highest dose growth rescue, most hits filed as activators; hit rate 0.063% among 410,000; AID 1347071, 2019; note: potency is the fitted concentration of half-maximal effect; nearly all actives have a fitted effect of over 55% in size
#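 Yeast growth medium received pinned compounds, then yeast cells expressing toxic A-beta were added; plates incubated at 30 C for 48 hr. Growth read as absorbance at 600 nm, normalized to DMSO and equimolar FeCl3 plus clioquinol controls.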
# PI5P4Ka inh: qHTS for Inhibitors of phosphatidylinositol 5-phosphate 4-kinase (PI5P4K); Phosphatidylinositol 5-phosphate 4-kinase type-2 alpha (Homo sapiens), P48426; PI5P4Kalpha enzyme, ADP-Glo luminescence, 60 min; stronger effect = lower value; max response, %; hit rate 1.2% among 330,000; active = max response of -50% or lower; inconclusive = between -30% and -50%; inactive = -30% or higher; note: value at the top dose of about 77 µM; % is set by controls: 0 for no effect and ±100 for the full control effect
#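 Compounds were pin-transferred onto PI5P4Kalpha and substrate in HEPES pH 7.4 buffer with EGTA, CHAPS and 5% DMSO. ATP (5 microM final) started the reaction, which ran 60 minutes at room temperature before ADP-Glo detection.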
# IL-2 act: qHTS of IL-2 Activators; IL-2 activation reporter assay, cell-based qHTS; stimulated with anti-CD3/CD4/CD28 beads; in transgenic mouse T cells; activation, % (series mostly up to about 46 µM); hit rate 0.065% among 360,000; AID 652025, 2013; in the data active = activation above about 50%; inconclusive = mostly about 30% to 49%; note: 0% is about no effect
#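 Screening format: compound pinned onto unstimulated transgenic mouse T cells, 60 min incubation, then anti-CD3/anti-CD4/anti-CD28 bead stimulation for 18 hours at 37 degrees C, followed by EGFP and DsRed detection.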
# WRN inhibitor: qHTS for Inhibitors of WRN Helicase | AID 651768, 2012 | WRN helicase unwinding, fluorescent forked duplex, kinetic | Bifunctional 3'-5' exonuclease/ATP-dependent helicase WRN (Homo sapiens), Q14191 | hit rate 0.46% among 360,000 | Potency, µM (doses to about 114 µM), for inactives: top-dose activity change, negative = inhibition, hits mostly inhibitors; note: potency is the fitted concentration of half-maximal effect; % is set by controls: 0 for no effect and ±100 for the full control effect; nearly all actives have a fitted effect of over 55% in size
# Target sequence (Q14191 whole entry, looked up): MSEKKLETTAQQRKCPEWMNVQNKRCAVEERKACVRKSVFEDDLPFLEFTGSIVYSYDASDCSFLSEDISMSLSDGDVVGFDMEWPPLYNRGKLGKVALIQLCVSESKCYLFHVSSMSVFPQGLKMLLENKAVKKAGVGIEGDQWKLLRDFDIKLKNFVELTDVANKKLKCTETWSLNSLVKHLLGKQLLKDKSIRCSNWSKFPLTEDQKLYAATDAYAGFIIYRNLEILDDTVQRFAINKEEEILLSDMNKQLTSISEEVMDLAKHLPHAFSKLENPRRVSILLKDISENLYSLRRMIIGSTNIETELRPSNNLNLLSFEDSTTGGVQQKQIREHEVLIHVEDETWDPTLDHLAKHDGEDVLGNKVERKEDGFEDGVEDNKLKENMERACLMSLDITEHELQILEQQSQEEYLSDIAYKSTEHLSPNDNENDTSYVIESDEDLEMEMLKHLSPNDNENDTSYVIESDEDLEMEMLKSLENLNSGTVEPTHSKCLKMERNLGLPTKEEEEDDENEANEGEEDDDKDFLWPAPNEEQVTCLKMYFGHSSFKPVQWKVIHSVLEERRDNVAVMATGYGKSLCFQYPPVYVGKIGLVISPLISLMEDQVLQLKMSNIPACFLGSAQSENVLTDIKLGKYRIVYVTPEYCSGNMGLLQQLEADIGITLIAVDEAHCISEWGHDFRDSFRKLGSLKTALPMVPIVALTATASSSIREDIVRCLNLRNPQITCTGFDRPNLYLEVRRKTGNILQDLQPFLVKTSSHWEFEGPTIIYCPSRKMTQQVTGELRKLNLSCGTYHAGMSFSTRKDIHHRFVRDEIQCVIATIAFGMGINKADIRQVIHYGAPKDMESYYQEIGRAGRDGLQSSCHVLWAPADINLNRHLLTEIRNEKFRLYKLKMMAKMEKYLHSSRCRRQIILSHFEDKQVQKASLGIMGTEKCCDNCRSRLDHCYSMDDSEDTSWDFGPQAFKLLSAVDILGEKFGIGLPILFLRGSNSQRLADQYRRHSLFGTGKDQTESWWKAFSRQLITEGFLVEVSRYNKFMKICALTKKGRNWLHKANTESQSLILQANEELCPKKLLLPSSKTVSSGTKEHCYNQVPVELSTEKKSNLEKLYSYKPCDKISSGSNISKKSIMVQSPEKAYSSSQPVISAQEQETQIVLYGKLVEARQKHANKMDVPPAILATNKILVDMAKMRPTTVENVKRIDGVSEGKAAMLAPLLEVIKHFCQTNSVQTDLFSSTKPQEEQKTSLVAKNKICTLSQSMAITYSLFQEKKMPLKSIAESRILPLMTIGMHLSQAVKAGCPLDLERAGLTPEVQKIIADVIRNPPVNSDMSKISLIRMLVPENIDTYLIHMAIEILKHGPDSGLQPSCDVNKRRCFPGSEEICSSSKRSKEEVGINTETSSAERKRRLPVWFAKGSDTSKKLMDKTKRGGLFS
#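 WRN at 20 nM final was preincubated with compound for 15 min at room temperature; reaction started with 100 nM forked duplex oligonucleotide carrying fluorophore and quencher plus 2 mM ATP (final). Unwinding followed kinetically by red fluorescence (ex 525/em 598 nm).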
# EPAC1 ag: qHTS for Agonist of cAMP-regulated guanine nucleotide exchange factor 3 (EPAC1): primary screen; hit rate 0.073% among 360,000; Rap guanine nucleotide exchange factor 3 (Homo sapiens), O95398; Potency, µM (top dose mostly 154 µM), for the others: at the highest dose activation, actives largely listed as activators; EPAC1 agonist qHTS, biochemical assay; response scale: 100% = response to 6.5 mM cAMP; AID 720707, 2013; note: potency is the fitted concentration of half-maximal effect; nearly all actives have a fitted effect of over 60% in size
#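 Compounds were pinned as a concentration titration into mixtures of EPAC1 (100 nM), BODIPY-GDP-loaded Rap1B (250 nM) and GDP (50 uM). After 5 min at room temperature, fluorescence was followed for 30 min; activity was scaled to 6.5 mM cAMP.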
# EPAC1 antagonist: qHTS for Antagonist of cAMP-regulated guanine nucleotide exchange factor 3 (EPAC1): primary screen; Potency, µM (top dose mostly 115 µM), for the others: at the top dose activity change, negative = inhibition, actives largely listed as inhibitors; EPAC1 GEF assay, Rap1b-BODIPY-GDP exchange fluorescence; hit rate 0.14% among 360,000;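 note: potency is the fitted concentration of half-maximal effect; plate controls were vehicle for no effect and positive control for full effect; nearly all actives have a fitted effect of over 50% in size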
# FUS suppressor: qHTS for Suppressors of FUS Proteinopathy: Primary screen using FUS-linked yeast assay; Potency, µM (titrated, usually from 76.6 µM), inactives show at the top dose growth rescue (activation), most hits filed as activators; S. cerevisiae FUS-expressing, growth rescue, OD600, 24 h; hit rate 0.24% among 390,000;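 note: potency is the fitted concentration of half-maximal effect; plate controls were DMSO vehicle for no effect and reference control for full effect; nearly all actives have a fitted effect of over 55% in size; some results filed as inactive show a strong effect at the top dose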
#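 Absorbance at 600 nm, taken 24hr after compound addition, measured rescue of FUS-yeast growth at 30C. Induction used 2% galactose with seeding at OD 0.005. Controls: CP55940 from 92uM final, DMSO only.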
# * marks the source's active call; other numbers are inactive results; ? = inconclusive; . = no result given; [ ] = another dose, or the depositor's remark. Unless noted, calls come from the whole dose curve; as a rule, active = well fitted curve in the direction sought with a large enough effect; inconclusive = small, poorly fitted or top-dose-only effect, or another doubt; inactive = no such curve, though single readings can be large; an effect the other way counts as inactive or inconclusive.
[1] CC(=O)NC(C)(c1ccccc1)c1nc(-c2cnc3ccccc3c2)cs1 (stereo unspecified)
[2] O=C(COC(=O)c1ncc(Cl)c(Cl)c1Cl)Nc1ccc(Cl)cn1
[3] Cc1ccc2cc(CN(CCCO)S(=O)(=O)c3cccc4nsnc34)c(=O)[nH]c2c1C
[4] CC(C)OC(=O)c1ccc(OC(=O)c2cccnc2)cc1
[5] Cc1ccc(C)c(N2CCN(S(=O)(=O)c3ccc4c(c3)CC(C)N4C(=O)C3CC3)CC2)c1 (stereo unspecified)
[6] CCNC(=S)N1CCC(C(O)(c2ccccc2)c2ccccc2)CC1

compound no.,1,2,3,4,5,6
PLK1 PBD block,-3%,-15%,-5%,-5%,-4%,2%
Abeta yeast res,-1%,9%,-5%,11%,18%,8%
PI5P4Ka inh,-2,-23,.,3,13,-2
IL-2 act,-0.5,-3.8,1.9,0.0,-2.0,0.8
WRN inhibitor,-6%,-15%,-17%,3%,0%,1%
EPAC1 ag,-10%,-14%,-4%,-8%,5%,0%
EPAC1 antagonist,-18%,-7%,16%,-6%,-4%,-4%
FUS suppressor,12%,14%,?,8%,23%,13%

[7] CC(C)CCN1CCN(Cc2nc(-c3ccc(F)cc3)cs2)CC1CCO (stereo unspecified)
[8] COc1cc(C(=O)N/N=C/c2ccc(OC(=O)c3cccc(C)c3)cc2)ccc1O
[9] CCN1CCN(C(=O)CN(C)S(=O)(=O)c2ccc(OC)cc2)CC1
[10] COC(=O)Cn1c(=NC(=O)c2ccc(Cl)s2)sc2cc(F)ccc21
[11] c1ccc(-c2cc(-c3ccccc3)[nH]n2)cc1
[12] NS(=O)(=O)c1ccc(N/N=C/c2ccccc2C(=O)O)c([N+](=O)[O-])c1

compound no.,7,8,9,10,11,12
PLK1 PBD block,-5%,-6%,1%,-17%,-12%,-9%
Abeta yeast res,-3%,2%,6%,-6%,0%,-10%
PI5P4Ka inh,-5,4,4,2,-6,-7
IL-2 act,1.2,0.8,-2.3,0.7,-2.0,1.2
WRN inhibitor,12%,-14%,4%,-22%,0%,-16%
EPAC1 ag,-3%,-11%,-1%,5%,5%,4%
EPAC1 antagonist,12%,-10%,0%,-16%,6%,?
FUS suppressor,13%,9%,9%,10%,-17%,6%

[13] COc1ccc(-n2nc(C(=O)NCC3CCCO3)c3ccccc3c2=O)cc1 (stereo unspecified)
[14] Cc1ccc(-c2cc(C(=O)N3CCOCC3)c3cc(C)ccc3n2)cc1
[15] O=C(O)/C=C/c1coc2ccc(F)cc2c1=O
[16] CSc1nnc(C2CCCN(CC(=O)Nc3ccccc3N3CCOCC3)C2)n1C(C)C (stereo unspecified)
[17] CN(CC(=O)Nc1ccccc1C(F)(F)F)C(=O)CN1C(=O)C2CCCCC2C1=O (stereo unspecified)
[18] O=C(Nc1ccc(C(F)(F)F)cc1)c1cc(S(=O)(=O)NCC2COc3ccccc3O2)ccc1F (stereo unspecified)

compound no.,13,14,15,16,17,18
PLK1 PBD block,-24%,-11%,-4%,-1%,-3%,0%
Abeta yeast res,4%,-16%,15%,-1%,-1%,-3%
PI5P4Ka inh,0,9,2,4,3,19
IL-2 act,-1.9,-2.8,0.9,-3.1,0.0,-1.1
WRN inhibitor,0%,-8%,-3%,2%,2%,-23%[57.1 µM]
EPAC1 ag,-2%,9%,5%,-4%,-3%,0%
EPAC1 antagonist,-7%,-17%,4%,-27%,7%,12%
FUS suppressor,-12%,10%,-19%,3%,.,10%

[19] CCN(CC)c1ccc(C2C(C(=O)Nc3ccccn3)=C(C)NC3=C2C(=O)CC(C)(C)C3)cc1 (stereo unspecified)
[20] Cc1cccc(NC(=O)c2cccc(N3C(=O)C4C5CCC(C5)C4C3=O)c2)c1C (stereo unspecified)
[21] O=C(N/N=C/c1ccc2c(c1)OCO2)c1cc(-c2ccccc2Cl)nc2ccccc12
[22] CCCn1c(SCC(=O)N2CCCc3ccccc32)nnc1-c1ccccn1
[23] CC(C)(C)n1nnnc1C(c1ccc2ncccc2c1)N1CCC(O)CC1 (stereo unspecified)
[24] O=C(CC1C(=O)NCCN1C(=O)Nc1ccccc1)Nc1ccc2c(c1)OCCO2 (stereo unspecified)

compound no.,19,20,21,22,23,24
PLK1 PBD block,-17%,0%,-6%,0%,-8%,-5%
Abeta yeast res,13%,23%,-15%,-13%,1%,1%
PI5P4Ka inh,1,.,3,0,1,.
IL-2 act,3.5,0.0,-3.5,-1.0,0.2,-1.0
WRN inhibitor,-7%,2%,13%,-5%,-4%,-12%
EPAC1 ag,-2%,-3%,-4%,1%,1%,5%
EPAC1 antagonist,-2%,3%,13%,4%,-4%,-12%
FUS suppressor,15%,11%,.,10%,9%,24%

[25] COC(=O)c1nn(-c2ccc(Cl)cc2)c(=O)cc1Sc1ccccn1
[26] CC1=CSC2=NC(C(F)(F)F)(C(F)(F)F)NC(=O)N12
[27] Cc1cccc(N2CCN(C(=O)c3ccc(CS(=O)Cc4ccc(Cl)cc4)o3)CC2)c1C (stereo unspecified)
[28] NS(=O)(=O)c1ccc(CCNC(=O)COC(=O)CC(c2ccccc2)c2ccccc2)cc1
[29] N#CC1=C(N)Oc2n[nH]c(-c3cccs3)c2C1c1ccncc1 (stereo unspecified)
[30] O=C(CCn1c(=S)oc2ccccc21)Nc1cccc(O)c1

compound no.,25,26,27,28,29,30
PLK1 PBD block,-9%,-9%,-8%,-14%,-16%,2%
Abeta yeast res,-16%,7%,-1%,-8%,21%,-11%
PI5P4Ka inh,-2,0,21,0,?,0
IL-2 act,1.6,-0.8,-2.3,-0.3,-0.1,-1.9
WRN inhibitor,-17%,6%,-10%,-2%,-1%,-1%
EPAC1 ag,4%,1%,13%,8%,5%,3%
EPAC1 antagonist,-20%,-3%,1%,-14%,-10%,7%
FUS suppressor,9%,-2%,?,21%,3%,8%

[31] COc1ccc(OC)c(S(=O)(=O)N2CCN(c3ccccc3)CC2)c1
[32] CC(C)CC1(C)NC(=O)N(CCN2C(=O)c3ccccc3C2=O)C1=O (stereo unspecified)
[33] CN(C)S(=O)(=O)Oc1ccc(C(=O)Nc2cccc(Cl)c2)cc1
[34] O=[N+]([O-])c1ccc(CN2CC(N3CCC(Cc4ccccc4)CC3)CS2(=O)=O)cc1 (stereo unspecified)
[35] O=C(Cn1cccc1C(=O)c1ccccc1)NCCCN1CCOCC1
[36] Cc1ccc(C)c(-n2nnc3ccccc3c2=O)c1

compound no.,31,32,33,34,35,36
PLK1 PBD block,-7%,-4%,-13%,-10%,-1%,-2%
Abeta yeast res,12%,13%,6%,22%,10%,-4%
PI5P4Ka inh,2,0,2,-1,-5,0
IL-2 act,0.2,1.2,-0.5,-2.9,-0.3,0.7
WRN inhibitor,3%,4%,-5%,-4%,5%,6%
EPAC1 ag,12%,-9%,9%,8%,-1%,-2%
EPAC1 antagonist,-9%,15%,1%,2%,1%,21%
FUS suppressor,1%,.,2%,27%,6%,-14%

[37] CC1CCc2nc(NC(=O)CN3CCN(Cc4ccc5c(c4)OCO5)CC3)sc2C1 (stereo unspecified)
[38] CC(C)NC(=O)C(=O)NCCc1ccc(Cl)cc1
[39] O=CN1c2ccccc2CSc2ccccc21
[40] CCOC(=O)[C@]12CCC=C1N(Cc1ccco1)C(=O)[C@H](CC(=O)NCc1cccc(C(F)(F)F)c1)C2
[41] COc1cccc(NC(=O)c2cnc[nH]2)c1
[42] CCOC(=O)C1=C(C)NC(C)=C(C(=O)OCC)C1c1ccc(OC)c(OC)c1

compound no.,37,38,39,40,41,42
PLK1 PBD block,0%,-11%,-1%,-26%,0%,-8%
Abeta yeast res,14%,-3%,3%,3%,-7%,-7%
PI5P4Ka inh,-3,-2,-3,?,0,0
IL-2 act,-0.1,-2.2,0.6,0.1,0.0,-1.3
WRN inhibitor,-7%,-36%[57.1 µM],0%,-17%,-2%,3%
EPAC1 ag,-1%,-4%,-10%,-25%,14%,-12%
EPAC1 antagonist,-11%,-4%,-10%,?,-5%,-24%
FUS suppressor,2%,-22%,-9%,?,11%,-6%

# Exported with values under each structure: part of the list above
# Fields: PLK1 PBD block, Abeta yeast res, PI5P4Ka inh, IL-2 act, WRN inhibitor, EPAC1 ag, EPAC1 antagonist, FUS suppressor
38: CC(C)NC(=O)C(=O)NCCc1ccc(Cl)cc1
  -11%, -3%, -2, -2.2, -36%[57.1 µM], -4%, -4%, -22%
39: O=CN1c2ccccc2CSc2ccccc21
  -1%, 3%, -3, 0.6, 0%, -10%, -10%, -9%

# (listing goes on)
[43] Cc1ccc2[nH]cc(CCNC(=O)c3ccc4c(c3)OCO4)c2c1
[44] CCNc1nc(NC(C)C)nc(N(C#N)C(C)C(=O)N(CC)CC)n1 (stereo unspecified)
[45] CC(NC(=O)c1ccc(Cl)cc1Cl)C(c1ccccc1)N1CCOCC1 (stereo unspecified)
[46] CCCOP(=O)(OCCC)C1(Nc2ccc(C)cc2)CCCCC1
[47] CCOC(=O)C1(Cc2cccc(OC)c2)CCN(Cc2cccc(OC)c2OC)CC1
[48] CNC(=O)c1nnn(Cc2ccccc2)c1NC(C)=O
[49] COc1ccc2oc(C(=O)OCC(=O)NCc3ccccc3OC)c(C)c2c1
[50] COC(=O)c1cc(OC)c(OC)cc1NC(=O)CSCc1c(C)noc1C

compound no.,43,44,45,46,47,48,49,50
PLK1 PBD block,4%,5%,2%,-1%,-3%,-4%,-8%,-5%
Abeta yeast res,11%,4%,-9%,12%,5%,6%,10%,-13%
PI5P4Ka inh,0,-7,1,-2,-2,.,-3,4
IL-2 act,-0.3,0.3,-0.1,-0.8,-0.7,-0.9,-4.1,1.0
WRN inhibitor,-3%,0%,-11%,-1%,7%[57.1 µM],-6%,-10%,15%
EPAC1 ag,7%,6%,-10%,-9%,-9%,3%,-1%,-13%
EPAC1 antagonist,6%,4%,-18%,-6%,-13%,3%,-15%,-19%
FUS suppressor,-2%,-12%,0%,38%,-7%,19%,11%,-10%
